APOBEC3G inh: blocks human APOBEC3G single-stranded DNA deamination; Q9HC16; recombinant A3G, ssDNA deamination FAM/TAMRA fluorescence; inhibition, % at 20 µM; 330,000 tested, 0.28% active; AID 493012;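 active = inhibition of at least 40% at 20 µM, with no more than 30% in the related APOBEC3A deaminase screen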;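 also: plate controls were DMSO wells with A3G for no effect and wells lacking A3G enzyme for full effect; some compounds called inactive have numbers as strong as hits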
SENP7 inh: inhibitors of human SENP7 protease | Q9BQF6 | recombinant SENP7, Z-RLRGG-aminoluciferin luminescence, 40 min | inhibition, % at 5 µM | 330,000 tested, 1.5% active | AID 434973;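 active = inhibition above about 50% at the single test dose, limit read from the data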;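 also: plate controls were DMSO with enzyme for no effect and no enzyme buffer wells for full effect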
Target sequence (Q9BQF6 706-1050 limits assumed): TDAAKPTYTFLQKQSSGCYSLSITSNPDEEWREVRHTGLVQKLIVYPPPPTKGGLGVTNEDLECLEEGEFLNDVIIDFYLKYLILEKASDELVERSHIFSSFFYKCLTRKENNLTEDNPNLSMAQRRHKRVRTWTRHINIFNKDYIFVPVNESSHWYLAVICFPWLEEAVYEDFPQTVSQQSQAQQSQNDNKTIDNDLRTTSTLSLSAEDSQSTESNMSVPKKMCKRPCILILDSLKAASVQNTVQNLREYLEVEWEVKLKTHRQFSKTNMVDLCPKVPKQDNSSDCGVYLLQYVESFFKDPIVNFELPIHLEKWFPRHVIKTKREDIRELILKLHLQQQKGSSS
SENP1 FRET inh: blocks the human SENP1 SUMO protease catalytic domain | 360,000 tested, 0.21% active | inhibition, % at 10 µM | recombinant SENP1 catalytic domain, CyPet-SUMO1-YPet FRET cleavage | AID 624204 | Q9P0U3;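 active = inhibition at least 30% at 10 µM, raw YFP signal under a set limit, fluorescence ratio 0.5 to 1.5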;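 also: 0% = enzyme with DMSO and 100% = no enzyme wells; some results filed as inactive read as strong as hits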
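Material: hSENP1 catalytic domain, recombinant; medium: Tris pH 8 with BME, BSA, NP40 and catalase; compound: single concentration of 10 µM compound, 0.5% DMSO final; technique: FRET read of cyan and yellow fluorescence; timing: 50 min enzyme reaction, room temperature, light-protected; reagent: SFCypet-SUMO1-SFYpet substrate at 25 nM; control set: no-enzyme low, enzyme-DMSO high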
UBC13 inh: human UBC13 polyubiquitination inhibition. UBC13 polyubiquitin chain formation, TR-FRET. inhibition, % at 20 µM. 330,000 tested, 0.47% active. AID 485273; in the data active = inhibition above about 45%, passing the limit was not always enough
Target sequence (P61088 whole entry, looked up): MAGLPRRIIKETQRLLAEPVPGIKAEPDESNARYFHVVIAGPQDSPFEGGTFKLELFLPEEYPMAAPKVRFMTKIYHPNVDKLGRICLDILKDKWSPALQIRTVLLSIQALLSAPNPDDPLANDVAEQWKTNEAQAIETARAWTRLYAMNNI
SENP6 inh: SENP6 protease inhibition; inhibition, % at 10 µM; Q9GZR1; Recombinant SENP6 catalytic domain, aminoluciferin luminescence; AID 2599; 330,000 tested, 1.8% active;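 active = inhibition above about 50% at the single tested dose, limit read from the data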;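 also: plate controls were DMSO wells with enzyme for no effect and DMSO wells lacking enzyme for full effect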
Target sequence (Q9GZR1 628-1112 limits assumed): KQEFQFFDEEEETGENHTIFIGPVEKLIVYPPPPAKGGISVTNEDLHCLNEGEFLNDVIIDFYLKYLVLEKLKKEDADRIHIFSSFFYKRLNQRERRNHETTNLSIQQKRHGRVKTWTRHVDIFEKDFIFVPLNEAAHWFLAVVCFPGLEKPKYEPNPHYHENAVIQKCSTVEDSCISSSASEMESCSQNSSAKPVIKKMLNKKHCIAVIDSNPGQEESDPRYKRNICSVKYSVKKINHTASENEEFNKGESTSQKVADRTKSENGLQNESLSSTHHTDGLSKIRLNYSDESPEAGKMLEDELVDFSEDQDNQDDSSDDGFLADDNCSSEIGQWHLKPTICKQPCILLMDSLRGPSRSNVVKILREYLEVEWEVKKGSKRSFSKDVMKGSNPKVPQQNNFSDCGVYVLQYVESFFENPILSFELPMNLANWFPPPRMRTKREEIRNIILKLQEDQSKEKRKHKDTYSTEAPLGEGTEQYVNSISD
SENP8 block-1: blocks the human protease SENP8; purified SENP8, Z-RLRGG-aminoluciferin cleavage, luminescence; inhibition, % at 10 µM; 330,000 tested, 1.2% active; AID 2540; in the data active = inhibition above about 50%
SENP8 block-2: blocks human SENP8 cleavage of Nedd8 substrate. Q96LD8. recombinant SENP8, Nedd8 substrate fluorescence. inhibition, % at 20 µM. 360,000 tested, 0.64% active. AID 602440; in the data active = inhibition mostly above about 40%, no sharp cut-off; inactive = mostly below about 27%
Apaf-1 inh: inhibitors of human Apaf-1 apoptosome | O14727 | reconstituted apoptosome caspase-3 activity, DEVD-Rh110 fluorescence | inhibition, % at 20 µM | 330,000 tested, 0.71% active | AID 489030; active = inhibition of at least 40% at 20 µM;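 also: plate controls were DMSO wells for no effect and DEVD-CHO caspase inhibitor wells for full effect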
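Material: reconstituted apoptosome with Apaf-1, cytochrome c, caspase-9, procaspase-3, dATP / Buffer or medium: pH 7.5 Hepes buffer with CHAPS, BSA, DTT / Also added: cytochrome c with DEVD-Rh110 / Schedule: compound with Apaf-1, dATP, procaspase-3 30 min, then 50 min reaction, room temperature / Technique: rhodamine 110 fluorescence at Ex 480/Em 540 nm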
* marks the source's active call; other numbers are inactive results. Not a hit list, and some 3.6% of all compounds hit somewhere here.

SMILES	APOBEC3G inh	SENP7 inh	SENP1 FRET inh	UBC13 inh	SENP6 inh	SENP8 block-1	SENP8 block-2	Apaf-1 inh
CN(c1ccc(O)cc1)S(=O)(=O)c1ccc2ccccc2c1	-7	-5	-1	-1	7	-6	3	16
COc1ccc(-c2n[nH]c(C(F)(F)F)c2-c2cc3ccccc3o2)c(O)c1	-7	4	3	18	-33	-7	-114	11
O=C1C(=O)N(CCO)C(c2ccc(Br)cc2)/C1=C(\O)c1ccccc1 (stereo unspecified)	45*	-2	-1	-4	-26	-8	14	2
COc1ccc(NS(=O)(=O)c2cccc(C(=O)NCC3(N4CCOCC4)CCCCC3)c2)cc1	-3	-1	-1	1	2	2	12	16
CC(Sc1nnc(C2CC2)n1C1CC1)C(=O)Nc1cccc(S(=O)(=O)N(C)C)c1 (stereo unspecified)	-1	4	1	-6	3	-4	9	11
Cc1ccc(Cn2c(=O)oc3ccccc32)cc1	-5	1	2	-4	3	2	11	2
Nc1nnc(SCC(=O)NC2CCCCCCC2)s1	-6	2	1	2	2	-10	6	5
Cc1sc2c(c1C)c(=O)n(-c1ccccc1)c1nncn21	-3	-1	1	-2	-9	-2	7	-3
COc1cccc(-c2nc(-c3ccc(NC(=O)c4cccnc4)cc3)no2)c1	15	5	3	7	-5	-6	23	4
O=C(Nc1ccc(Cl)c(Cl)c1)C1CC(=O)N(c2ccc(Br)cc2)C1 (stereo unspecified)	-8	-4	-1	0	-11	-3	12	18
O=C(CSc1ncc(C(F)(F)F)cc1Cl)N1CCN(S(=O)(=O)c2ccc3ccccc3c2)CC1	-5	-1	0	4	1	2	20	-3
CC12CCC(=O)N1C(C(=O)N1CCN(S(=O)(=O)c3ccc(Br)cc3Cl)CC1)CS2 (stereo unspecified)	-5	10	1	-6	-4	3	1	11
COc1ccc(C(=O)NC(=S)NNC(=O)c2c(-c3ccccc3)noc2C)cc1OC	-8	-5	0	-10	-4	-11	26	-11
CC(C)CCn1nnnc1C(c1ccc(F)cc1)N1CCC(C(N)=O)CC1 (stereo unspecified)	-3	-10	-2	-1	-11	-8	10	-7
COc1ccc(OC)c2nc(-c3cccnc3)ccc12	-6	0	-1	6	-8	2	-96	4
COc1ccc(CNS(=O)(=O)c2ccc3c(c2)CCN3C(=O)C2CC2)cc1	-6	2	2	-4	5	3	4	-23
O=C(NCCOc1ccccc1)C1=CC=CN2CCS(=O)(=O)N=C12	1	-4	-10	13	2	0	-500	1
CC(Sc1nccn1C)C(=O)Nc1ccccc1 (stereo unspecified)	-7	9	0	0	-12	-17	4	8
CCOC(=O)C1(C)C=C(Nc2cccc(OC)c2)C(=O)N1c1ccccc1 (stereo unspecified)	-2	1	1	6	-7	-6	8	-5
N#C/C(=C\c1ccc(Cl)cc1Cl)c1n[nH]c(Cn2cncn2)n1	-3	3	-3	5	-14	-7	-398	0
CCOC(=O)N1CCN(S(=O)(=O)c2cccc3cccnc23)CC1	-2	4	0	7	7	-2	1	-4
Cc1cc(C)c(C(CC(=O)c2cccs2)C(C#N)C#N)c(C)c1 (stereo unspecified)	-3	-3	-2	4	6	-2	-4	10
O=C(CSc1nnc(SCc2ccc(Cl)cc2)s1)N/N=C/c1c(Cl)cccc1Cl	0	6	3	-1	-7	-18	7	17
O=C(Nc1cccc(CNCCc2c[nH]c3ccccc23)c1)c1ccccc1Cl	-7	6	-1	12	17	0	6	21
COc1ccc(-c2nc(CS(=O)(=O)CC(=O)NC3CCCCCC3)c(C)o2)cc1	-3	12	1	-1	-1	-1	4	3
CCn1c(CSc2ncccn2)nnc1SCC(=O)N1CCCCC1	-9	-1	-1	6	4	-4	2	-1
CC1C(c2ccccc2)N(C)C(c2ccccc2)C(C)C1(O)C#Cc1ccccc1 (stereo unspecified)	-1	-4	1	0	-5	-3	13	17
CCC(C)Sc1ccc([C@H]2N[C@@](CC(C)C)(C(=O)OC)[C@H]3C(=O)N(CC)C(=O)[C@@H]23)cc1 (stereo partly specified)	-2	2	2	6	-10	-3	14	26
CCOc1ccc(C(=O)COC(=O)C2CCN(c3ccc(C(F)(F)F)cn3)CC2)cc1	-10	-15	-1	-3	-4	-2	-22	20
O=S(=O)(NCc1ccccn1)c1ccccc1	-6	6	0	-11	0	-4	7	4
CC(C)N1CCN(Cc2ccncc2)CC1CCO (stereo unspecified)	-9	-10	2	-10	-5	-11	7	8
Cc1cccn2c(=O)c3cc(C(=O)NC4CCCCC4)sc3nc12	-11	-10	-43	5	-13	-10	-286	6
Cc1ccc2[nH]cc(CCNC(=O)C3CCCO3)c2c1 (stereo unspecified)	-4	11	-2	6	5	-8	3	-7
CC1CCc2c(C(=O)NCC3CCCO3)csc2C1 (stereo unspecified)	-5	6	0	2	-7	-2	12	-24
c1cc(-c2sc(-c3ccncc3)c(-c3ccncc3)c2-c2ccncc2)ccn1	-8	-3	-47	14	14	3	-128	-14
CCN(C(=O)COC(=O)C1CC1C)c1c(N)n(Cc2ccccc2)c(=O)[nH]c1=O (stereo unspecified)	-10	2	-2	3	-4	-2	-8	2
C[C@@]12C(=O)N(Cc3ccco3)CC(=O)N1[C@H]1c3cc(Cl)ccc3OC[C@@H]1[C@@H]2c1ccccc1	-7	2	2	4	-7	-2	-1	18
CN=c1scc(-c2ccccc2F)n1/N=C(\C)c1cccnc1	-7	3	-2	5	22	-1	-13	10
CCOC(=O)C1CCN(C(=O)N2CCOCC2)CC1	-3	1	2	-3	-12	8	11	-5
CC(/C=C1\SC(=S)N(C(C(=O)O)C(C)C)C1=O)=C\c1ccccc1 (stereo unspecified)	-3	0	-3	-29	-2	-5	10	18
COc1ccc(NCc2cc(=O)oc3cc(NC(C)=O)ccc23)cc1	2	15	1	3	-11	-1	-289	15
CCOC(=O)C1=CSC2=NS(=O)(=O)CCN12	-5	-1	3	-10	4	0	39	-14
COc1ccc(C(=O)NCCS(=O)(=O)N(C)Cc2ccccc2)cc1	-5	0	3	-5	-13	4	8	2
O=C(Nc1ccc2c(c1)C(=O)OC2)c1ccc(F)cc1F	0	1	-1	-1	3	1	6	-13
O=c1[nH]c2ccc(S(=O)(=O)Nc3ccc(-c4nnc5n4CCCCC5)cc3)cc2o1	-9	1	11	2	5	-1	24	-154
CC1CCCC(NC(=O)COC(=O)/C=C/c2ccco2)C1C (stereo unspecified)	5	-7	-9	-11	-5	-13	12	-3
COc1ccc(C(=O)Nc2nc3nccc(-c4ccccc4)n3n2)cc1	-7	0	1	-8	-2	-1	-311	2
COc1ccc(/C=C2\N=C(SC)SC2=O)cc1OC	-5	-4	-38	-5	-12	-7	-34	14
COc1ccc(/C=C2\SC(=S)N(CCC(=O)N3CCCCC3CCO)C2=O)cc1 (stereo unspecified)	-7	-10	-22	-15	-4	-1	16	28
O=C(/C=C/c1cccs1)c1ccc(NC(=O)c2ccccc2F)cc1	-2	-12	0	9	17	-6	6	0
Remaining list, next part:
SMILES	APOBEC3G inh	SENP7 inh	SENP1 FRET inh	UBC13 inh	SENP6 inh	SENP8 block-1	SENP8 block-2	Apaf-1 inh
C/C(=N\NC(=O)COc1cccc(Cl)c1)c1ccc2c(c1)OCCO2	-8	-6	3	-3	-23	-15	4	21
Nc1nnc(SCCN2C(=O)c3ccccc3C2=O)s1	6	5	3	-2	-6	3	20	-4
Cc1[nH]c2c(C)cccc2c(=O)c1CN1CCCCCC1	-4	2	-2	8	6	-5	-3	7
O=C(Nc1ccccc1C(=O)O)c1cc(S(=O)(=O)NCc2ccccc2)ccc1Cl	-9	-1	1	7	-10	-3	14	11
COC(=O)c1ccc(OCC(=O)c2ccccc2OC)cc1	-5	-5	0	13	0	-11	20	1
Cc1cc(C(F)(F)F)c(C#N)c(Sc2ccccc2)n1	-3	2	2	4	-10	-1	23	7
CC1=CC(C)(C)N(C(=O)CCl)c2ccccc21	-6	-6	0	-2	-12	-9	6	9
O=C(c1ccccc1)c1ccccn1	-5	4	1	5	-9	-5	16	-15
CC(Sc1ccccc1F)C(=O)Nc1ccc2c(c1)OCCO2 (stereo unspecified)	-4	-2	0	-4	-2	3	6	-8
COc1ccc(S(=O)(=O)Nc2cccc3c2O[C@H](CN(C)S(=O)(=O)c2ccc(F)cc2)[C@H](C)CN([C@H](C)CO)C3=O)cc1	5	2	-1	12	-9	-5	4	14

Part of the list above with just SENP8 block-2, SENP1 FRET inh and Apaf-1 inh.
| structure | SENP8 block-2 | SENP1 FRET inh | Apaf-1 inh |
| --- | --- | --- | --- |
| COC(=O)c1ccc(OCC(=O)c2ccccc2OC)cc1 | 20 | 0 | 1 |
| Cc1cc(C(F)(F)F)c(C#N)c(Sc2ccccc2)n1 | 23 | 2 | 7 |

Further records follow:
SMILES	APOBEC3G inh	SENP7 inh	SENP1 FRET inh	UBC13 inh	SENP6 inh	SENP8 block-1	SENP8 block-2	Apaf-1 inh
CCn1nc(C(=O)OCC(=O)c2c[nH]c3ccccc23)c2ccccc2c1=O	0	1	2	11	-1	-1	0	22
Cc1ccccc1NS(=O)(=O)c1cc(S(C)(=O)=O)ccc1C	-10	-4	1	-4	-15	-7	5	14
Cc1ccc(NC2CCCN(C(=O)CCC3(C)CC3)C2)cc1C (stereo unspecified)	-8	0	1	7	-10	4	13	6
CC(CC(=O)NNC(=O)c1ccncc1)c1ccccc1 (stereo unspecified)	-5	-7	-1	1	-3	-13	8	1
COc1ccc(OC)c(CN2CCCC(CO)C2)c1 (stereo unspecified)	-1	4	2	5	-27	-8	10	-16
O=C(Nn1cnnc1)c1cc(Cl)ccc1Cl	1	7	1	-8	-3	-7	13	9
CCCn1c(N)c(N(CCOC)C(=O)c2ccc(C#N)cc2)c(=O)[nH]c1=O	-2	4	1	4	7	1	0	8
O=C(NNC(=O)c1ccccc1F)c1cccc(Cl)c1	-1	3	1	6	-1	-15	12	-12
COC(=O)c1c(F)c(F)c(NCCO)c(F)c1F	-6	6	0	4	-30	0	17	-30
CN1CCN(C(=S)C(=O)Nc2ccccc2)CC1	-14	-1	2	-5	-9	6	32	-21
COCCCNc1nc2nonc2nc1N1CCC(C(C)N2CCOCC2)CC1 (stereo unspecified)	0	-1	-5	-12	0	0	8	5
Cc1ccc(NC(=O)c2cc([N+](=O)[O-])ccc2N2CCOCC2)cc1S(=O)(=O)N1CCOCC1	5	-5	3	-4	2	4	12	7
CCOC(=O)N1CCN(S(=O)(=O)c2ccc(F)c(C(=O)Nc3cccc(C)c3C)c2)CC1	-7	-14	2	-10	-29	-7	3	1
CCOc1cc(C(=O)OCC(=O)Nc2ccc(SC(F)F)cc2)cc(OCC)c1OCC	-3	-7	4	-6	-13	-2	14	10
O=C(CCN1C(=O)c2ccccc2C1=O)Nc1ccccc1C(=O)N1CCOCC1	-3	-3	1	-1	10	1	6	-3
CN1CCOc2ccc(S(=O)(=O)NCCc3ccc(Cl)cc3)cc21	5	-5	1	-5	9	-1	16	15
O=C(COc1ccc(Cl)cc1Br)NCC(c1ccco1)N1CCCC1 (stereo unspecified)	6	8	-23	3	11	9	-21	21
Cc1ccc(N2C(=O)CC(Sc3ccccc3C(=O)O)C2=O)cc1 (stereo unspecified)	-4	5	1	6	-17	0	3	-3
Cn1nnnc1Sc1ncnc2scc(-c3ccc(F)cc3)c12	-5	-2	-54	-13	-16	-2	-27	-20

Of the compounds above, these have a COOH group:
SMILES	APOBEC3G inh	SENP7 inh	SENP1 FRET inh	UBC13 inh	SENP6 inh	SENP8 block-1	SENP8 block-2	Apaf-1 inh
CC(/C=C1\SC(=S)N(C(C(=O)O)C(C)C)C1=O)=C\c1ccccc1 (stereo unspecified)	-3	0	-3	-29	-2	-5	10	18
O=C(Nc1ccccc1C(=O)O)c1cc(S(=O)(=O)NCc2ccccc2)ccc1Cl	-9	-1	1	7	-10	-3	14	11
Cc1ccc(N2C(=O)CC(Sc3ccccc3C(=O)O)C2=O)cc1 (stereo unspecified)	-4	5	1	6	-17	0	3	-3

Bioassay records (PubChem)
